# Screening results: PubChem, several laboratories
# MEX-5 binding: C. elegans MEX-5 TCR-2 RNA binding activity; 300,000 compounds, 0.38% hits; Q9XUB2; activity score (negative = inhibition of binding), % at 10 µM; MEX-5/FITC-TCR2 RNA binding, fluorescence polarization; active compounds read low;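 active = inhibition past about -25% in most replicates, and total fluorescence under double the plate's negative control median, limit read from the data; inconclusive = replicates evenly split on the limit, or fluorescence at least double controls; inactive = too little inhibition in most replicates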;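 note: 0% = DMSO and -100% = 5 µM competing unlabeled TCR2 RNA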
# GRK2 inh: inhibitors of human GRK2 displacing RNA aptamer. bead flow cytometry, FAM-aptamer displacement from GRK2. inhibition of aptamer binding, % at 10 µM. 330,000 compounds, 0.59% hits;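 active = inhibition of aptamer binding above 40%, roughly 3 SD of noise, on plates passing a quality check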;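 note: median bead fluorescence of bound FAM aptamer so fluorescent compounds give negative values; no value below 0 was filed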
# CIT2-GFP yeast: alters CIT2-GFP fluorescence in TOR pathway yeast screen. GFP response vs DMSO, % at 10 µM. 320,000 compounds, 0.065% hits. S. cerevisiae CIT2-GFP strain, flow cytometry, 3 h; 100 means same as DMSO wells. AID 2029;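 active = GFP response relative to DMSO above a set limit, near the screen mean plus 3 SD, cut at about 150% in these data; inconclusive = Fewer than 70 cells measured for a yeast strain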;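 note: ratio of well median GFP fluorescence to mean of DMSO wells on the plate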
# CR mimetic SO: yeast age-related superoxide inhibition as caloric restriction mimetic. S. cerevisiae aged cells, superoxide DHE fluorescence; active compounds read low. superoxide response (% of plate mean), % at 10 µM. 330,000 compounds, 0.18% hits. AID 2690;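 active = superoxide response under a set limit, about three screen SD below normal, cut at about 65% in these data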;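 note: yeast aged for seven days with compound at 30 °C before DHE staining; 100% = average MFI of all compound-treated wells on the plate with controls excluded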
# VLA-4 inh: inhibition in a human VLA-4 binding assay | 330,000 compounds, 0.2% hits | inhibition, % (about 7 µM as worked out from the volumes in the protocol) | P13612 | AID 2557 | VLA-4 expressing cells, ligand binding flow cytometry; in the data active = inhibition above about 50%
# Target sequence (P13612 whole entry, looked up): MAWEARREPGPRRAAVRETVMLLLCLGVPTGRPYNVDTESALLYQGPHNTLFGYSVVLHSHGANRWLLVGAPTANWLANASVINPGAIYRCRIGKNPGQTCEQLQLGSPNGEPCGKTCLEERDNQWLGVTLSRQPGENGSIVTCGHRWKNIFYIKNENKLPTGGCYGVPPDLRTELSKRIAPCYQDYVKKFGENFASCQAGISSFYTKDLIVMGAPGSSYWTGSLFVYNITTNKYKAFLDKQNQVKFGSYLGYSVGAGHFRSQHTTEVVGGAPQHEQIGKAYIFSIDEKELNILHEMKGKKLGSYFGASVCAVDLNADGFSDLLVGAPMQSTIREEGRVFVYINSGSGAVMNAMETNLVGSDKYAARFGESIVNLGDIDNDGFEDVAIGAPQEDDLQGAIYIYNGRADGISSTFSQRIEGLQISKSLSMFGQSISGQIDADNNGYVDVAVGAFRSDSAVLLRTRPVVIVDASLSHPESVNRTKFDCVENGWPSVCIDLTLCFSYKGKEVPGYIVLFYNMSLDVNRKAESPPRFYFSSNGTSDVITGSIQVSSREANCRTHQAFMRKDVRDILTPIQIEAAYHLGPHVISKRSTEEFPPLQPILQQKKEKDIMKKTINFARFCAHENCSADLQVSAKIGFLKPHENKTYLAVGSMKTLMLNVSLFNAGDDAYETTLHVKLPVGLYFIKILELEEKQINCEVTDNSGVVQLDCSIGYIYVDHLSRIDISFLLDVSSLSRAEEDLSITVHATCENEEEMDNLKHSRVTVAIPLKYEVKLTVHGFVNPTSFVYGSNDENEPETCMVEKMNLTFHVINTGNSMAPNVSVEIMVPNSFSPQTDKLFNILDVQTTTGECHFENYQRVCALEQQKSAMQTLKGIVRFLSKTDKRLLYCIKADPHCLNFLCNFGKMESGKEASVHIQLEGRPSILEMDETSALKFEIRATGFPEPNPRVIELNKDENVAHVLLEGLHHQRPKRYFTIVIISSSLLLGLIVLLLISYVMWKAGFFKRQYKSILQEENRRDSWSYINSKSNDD
# AGP1-GFP MLPCN: alters AGP1-GFP fluorescence in TOR pathway yeast screen. S. cerevisiae AGP1-GFP multiplex flow cytometry, 3 h; GFP as percent of DMSO wells. GFP response vs DMSO, % at 10 µM. 320,000 compounds, 0.02% hits;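 active = GFP response relative to DMSO above a set limit, near screen average plus 3 SD, cut at about 150% in these data; inconclusive = fewer than 70 cells counted for the yeast strain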;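 note: median GFP channel fluorescence of the gated AGP1 strain per well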
# GLD-1 TGE inh: GLD-1-TGE RNA interaction inhibition (C. elegans); inhibition, % at 5.96 µM; purified GLD-1 + fluorescein TGE RNA, fluorescence polarization; 320,000 compounds, 0.44% hits; AID 2280;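 active = percent inhibition above a per-plate cutoff, the plate mean of test compounds plus 3 SD, cut at about 30% in these data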;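 note: 0% = DMSO wells with GLD-1 and probe and 100% = wells lacking GLD-1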
# MCL1-BIM inh: disrupts human MCL1 binding to BIM-BH3 peptide; 320,000 compounds, 0.68% hits; Q07820; inhibition, % at 10.9 µM; GST-MCL1 / FITC-Bim-BH3 fluorescence polarization;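 active = inhibition above the mean inhibition of all tested compounds plus 3 SD, set per campaign, cut at about 40% in these data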;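 note: 0% = DMSO wells and 100% = unlabeled Bim-BH3 peptide control; higher means more loss of mP so more displacement of Bim peptide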
# BCLXL inh: blocks human Bcl-xL binding to Bim BH3 peptide. GST-Bcl-xL / FITC-Bim BH3 peptide fluorescence polarization. Q07817. 320,000 compounds, 0.7% hits. inhibition, % at 10.9 µM;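 active = inhibition above the mean of all tested compounds plus 3 SD, cutoff set per campaign, cut at about 30% in these data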;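 note: 0% = DMSO wells and 100% = unlabeled Bim-BH3 peptide competitor; inhibitors lower millipolarization by displacing the labeled peptide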
# Active calls of the source: *; ? = inconclusive; . = not tested or not shown; [ ] = remark or other dose.
SMILES,MEX-5 binding,GRK2 inh,CIT2-GFP yeast,CR mimetic SO,VLA-4 inh,AGP1-GFP MLPCN,GLD-1 TGE inh,MCL1-BIM inh,BCLXL inh
COc1ccc([N+](=O)[O-])cc1NC(=O)C(C)Sc1nc(C)c(C)c(C)n1 (centres undefined),-0.5,2,86,85,12,19,4,10,4
CSCc1cccc(C(=O)OC(C)C(=O)Nc2c(C)n(C)n(-c3ccccc3)c2=O)c1 (centres undefined),.,0,93,110,19,95,0,2,-4
Cc1nnc(NC(=O)CSc2nnc(Cc3ccccc3)n2Cc2ccccc2)s1,2.5,1,102,96,8,107,7,1,-4
COC(=O)C1=C(C)N=C2SC(C#N)=C(N)N2C1c1cc(OC)c(OC)c(OC)c1 (centres undefined),5.4,0,98,91,-4,102,1,6,4
O=C(Nc1ccccc1Cl)NC1(C(=O)N2CCC(O)CC2)CCCCC1,-2.2,0,103,100,-14,103,3,8,2
O=C(OCc1cn(-c2ccc(Cl)c(Cl)c2)nn1)c1ccccc1Cl,1.3,3,94,93,15,103,1,7,4
CCOc1ccc(C(=O)CSc2nnc(C3CC3)n2C)cc1,1.6,2,95,101,10,96,0,6,3
CCNC(=S)N(Cc1cc2cccc(C)c2[nH]c1=O)C1CCCC1,2.4,7,99,95,-2,98,-1,3,0
O=C1CSC(c2cccnc2)N1Cc1ccc(Cl)c(Cl)c1 (centres undefined),-4.2,0,105,97,-1,103,1,2,5
CCCn1nnc(NC(=O)c2cccc(Cl)c2)n1,-0.7,5,101,117,8,100,-2,-4,-1
COc1cc(NC(=S)NCCc2ccccc2)c(OC)cc1NC(=O)C(C)C,3.1,0,102,109,-2,101,1,10,8
CC(=O)c1ccc(OCCCC(=O)Nc2nnc(C3CC3)s2)cc1,.,0,108,83,2,96,0,.,.
COc1ccc(Cc2nnc(NC(=O)C3CC(=O)N(c4ccccc4)C3)s2)cc1OC (centres undefined),1.0,4,106,102,10,106,2,3,5
CC(C)[C@@H]1NC(=O)c2cc([N+](=O)[O-])cc(I)c2NCCC[C@@H](C(=O)NC(CC(=O)O)C(N)=O)NC(=O)[C@H](CO)NC1=O (some centres undefined),-1.3,2,112,97,8,86,-6,3,3
O=C(O)c1ccc(NC(=O)c2ccc(COc3ccc(Cl)cc3)o2)cc1,-1.7,0,98,111,7,97,.,.,.
CCOC(=O)C1=C(c2ccccc2)Nc2ncnn2C1c1ccc(C(=O)O)cc1 (centres undefined),-2.2,5,92,103,0,97,5,2,0
CC(Oc1ccc2c(c1)oc(=O)c1ccccc12)C(=O)NC(Cc1c[nH]c2ccc(O)cc12)C(=O)O (centres undefined),-5.1,2,86,112,-1,96,-2,-2,3
CC(C)CCN(C(=O)C1CCCC1)c1c(N)n(Cc2ccccc2)c(=O)[nH]c1=O,.,0,99,116,20,101,1,-24,-17
Cc1nn(CCOc2ccccc2Cl)c(C)c1[N+](=O)[O-],-2.3,1,99,95,35,99,-2,-9,0
COc1ccc(C)cc1NC(=O)COC(=O)c1ccccc1SCC(=O)N1CCCC1,1.6,4,95,96,-8,94,-2,2,-2
COc1ccc(CN2C(=O)CC(C(=O)NCCc3ccc(S(N)(=O)=O)cc3)SC2=Nc2ccccc2)cc1 (centres undefined),-0.2,0,96,92,5,105,2,-3,1
Cc1c(C(=O)NCc2ccc(F)cc2)c(-c2ccccc2)nn1-c1ccccc1,3.0,0,92,92,-21,95,-9,8,8
COCC1CCN(Cc2cn(Cc3ccccc3)nc2-c2cc3ccccc3o2)CC1,0.9,0,94,107,4,103,-3,2,5
NC(=S)N=Nc1c(O)n(CCCl)c2ccc(Br)cc12,-2.1,0,106,109,5,109,0,4,6
Cc1ccc(NC(=O)CCNC(=O)c2ccco2)cc1F,2.1,2,99,110,1,100,-1,0,2
Cc1cc(C)c(C#N)c(SCC(=O)c2ccc(Cl)cc2Cl)n1,-1.0,0,103,86,9,100,6,-1,-5
CC(CCc1ccccc1)NC(=O)COC(=O)c1ccc(NC(=O)CC#N)cc1 (centres undefined),2.6,1,105,111,5,104,-4,-17,-6
COc1cccc(NC(=S)C(C#N)=C2N(C)c3ccccc3N2C)c1,0.1,0,100,102,11,97,-2,1,5
CCCn1c(SCC(=O)Nc2sc(C)c(C)c2C(=O)OCC)nc2c1c(=O)n(C)c(=O)n2C,-6.0,2,96,137,-15,98,1,-4,-5
O=C(Nc1ccc(Cl)cc1)/C(=C/c1cccc(O)c1)c1nc2ccccc2s1,-0.9,0,100,98,-11,103,10,-3,-2
N#CC1=C(N)Oc2cc(O)ccc2C1c1cccs1 (centres undefined),-2.8,4,98,117,-288,98,2,6,9
Cc1[nH]c2ccccc2c1/C=N/NC(=O)c1cccs1,-4.9,0,104,94,-22,107,-31,-2,6
COCCNCCCCOc1ccc(Br)cc1C,0.2,0,103,103,7,116,-1,5,2
Cc1ccc(C(=O)OCC(=O)NCCNC(=O)COC(=O)c2ccc(C)s2)s1,-1.3,2,103,93,4,106,4,5,6
CCOC(=O)c1c(C)[nH]c(C)c1S(=O)(=O)NCCc1ccc(SC)cc1,1.6,0,91,93,0,93,-4,-1,8
Cc1ccc(P(=O)(O)c2ccc(C)cc2)cc1,1.8,0,100,93,5,95,5,-3,11
CC(C)CCNC(=O)CSc1nc2ccsc2c(=O)n1NC(=O)c1ccccc1,-1.1,3,97,92,36,104,-1,0,0
CCCCCc1c(C)nc(Nc2nc(C)c3cc(OC)ccc3n2)[nH]c1=O,-2.3,3,103,100,12,103,-12,5,0
O=C(COC(=O)c1cccs1)Nc1ccccc1,2.2,1,96,88,-4,95,4,10,11
COc1ccc(-c2c(C)oc3c(CN4CCN(CCO)CC4)c(O)ccc3c2=O)cc1OC,0.7,1,99,101,-6,96,4,-4,4
NC(=O)NC(=O)c1nccnc1C(=O)O,0.7,0,104,97,11,98,-2,1,1
Cc1ccc(-c2nn(-c3ccccc3)cc2CO)cc1,-0.7,2,?,106,10,15[may fluoresce violet],-2,11,9
CCN(CC)CCN(C(=O)c1ccc2c(c1)CCCC2)c1nc2cc(OC)c(OC)cc2s1,-0.3,6,117,86,7,129,4,2,4
Cc1cc(C)c(C#N)c(SCS(=O)Cc2ccccc2)n1 (centres undefined),-0.3,1,104,91,-19,105,1,8,3
CCc1ccc(S(=O)(=O)N2CC(=O)Nc3ccccc32)cc1,-3.0,0,96,92,-3,100,-2,2,3
CCc1nc(Nc2cccc(OC)c2)c2oc3ccccc3c2n1,-0.1,0,96,111,20,88,2,-1,8
O=C(N/N=C\c1ccncc1)c1ccc(Cl)s1,1.9,0,103,106,1,102,5,-1,-1
CCOc1ccc(C(=O)OCC(=O)N2CCOCC2)cc1OCC,-1.7,0,100,111,-9,98,8,-5,-4
CN(Cc1ccc(F)cc1)C(=O)c1cccc(NS(=O)(=O)c2ccccc2)c1,0.0,0,101,103,3,102,-6,6,3
COc1ccc(NC(=O)c2sc3nc(N4CCCC4)c4c(c3c2N)CC(C)(C)OC4)cc1,0.0,0,87,106,10,92,-4,-8,-5
Cc1cc(C)nc(N(C#N)Cc2ccccc2C)n1,2.0,0,99,90,14,101,1,-2,-2
COc1ccc([N+](=O)[O-])cc1NC(=O)c1ccc(CN(c2ccccc2)S(C)(=O)=O)cc1,1.8,0,105,101,-3,102,1,5,2
COc1ccc(OC)c(C2CC(=O)c3c([nH]c(C(=O)OC(C)C)c3C)C2)c1 (centres undefined),3.9,1,98,99,-1,115,5,3,3
Cc1ccc(CCN2CC(C(=O)N3CCN(c4ccc(F)cc4)CC3)CC2=O)cc1 (centres undefined),3.2,1,88,113,4,88,12,12,4
O=C(NC1CCCCCC1)C1CCN(S(=O)(=O)c2ccc(F)cc2)CC1,0.0,0,99,108,-9,101,-4,-5,-1
CN(C)C(=O)/C(C#N)=C\c1cc(Br)c(Sc2ccc(Cl)cc2)o1,.,3,96,123,19,104,2,-3,4
O=C(COc1ccc(F)cc1Br)NCC1(N2CCCCC2)CCCCC1,.,0,105,100,-2,98,-1,.,.
COc1cc(NC(=O)CSc2nnc(Cn3nnc4ccccc43)n2C)cc(OC)c1,0.6,5,96,110,-3,97,4,3,3
CC1CCN(CC(=O)NCc2ccco2)CC1,1.7,0,120,117,8,114,1,68*,2
COc1ccc(OCCSCc2nnc(NC(=O)Nc3ccc(Cl)cc3)s2)cc1,-0.7,0,.,97,-2,.,-1,6,1
# More compounds:
SMILES,MEX-5 binding,GRK2 inh,CIT2-GFP yeast,CR mimetic SO,VLA-4 inh,AGP1-GFP MLPCN,GLD-1 TGE inh,MCL1-BIM inh,BCLXL inh
CCSc1oc(-c2ccccc2)nc1S(=O)(=O)c1ccccc1,0.8,0,102,93,-25,93,-7,-16,-8
O=C(NCCc1csc(-c2cccnc2)n1)c1ccco1,1.7,4,120,109,6,107,5,11,12
Fc1ccc(Cn2nnnc2C(c2ccc(Cl)cc2)N2CCSCC2)cc1 (centres undefined),0.5,0,95,110,-1,.,7,8,6
CCOc1cc2[nH]c(=O)n(Cc3cccc(OC)c3)c(=O)c2cc1OCC,3.4,0,97,112,-3,97,4,11,9
Cc1noc(C)c1S(=O)(=O)N(C)C[C@H]1Oc2ccc(NC(=O)Cc3ccccc3)cc2C(=O)N([C@H](C)CO)C[C@@H]1C,.,2,104,88,10,101,1,.,.
CCCOC(=O)C1=C(C)NC2=C(C(=O)C(C(=O)OC)C(C)C2)C1c1ccc(N(CC)CC)cc1 (centres undefined),0.0,0,113,92,-24,102,9,8,2
CCOC(=O)c1nc2nc(C)cc(=O)n2[nH]1,0.0,0,96,110,1,107,4,3,5
CCn1c(C2CC(=O)N(c3cc(C)cc(C)c3)C2)nc2ccccc21 (centres undefined),2.3,0,93,79,-4,96,4,1,-1
O=C(CN1C(=O)c2ccccc2C1=O)NCC(=O)OCC(=O)c1ccc(Cl)cc1,1.7,3,93,106,.,98,2,5,2
COc1cnc(NS(=O)(=O)c2ccc(N)cc2)nc1,3.9,0,79,98,59*,82,3,-10,-1
Cc1ccc(O)c(N=Cc2sc3ccccc3c2Cl)c1,1.6,5,87,89,-6,91,0,8,9
COc1cc(OC)cc(-c2c(C#Cc3ccsc3)c3cc(-c4cccc5[nH]ccc45)ccc3n2C)c1,.,1,103,99,-1,105,-17,1,2
Cc1c(/C(O)=C2\C(=O)C(=O)N(CCN(C)C)C2c2cccs2)cnn1-c1ccccc1 (centres undefined),0.4,0,99,96,3,95,7,-7,9
Cc1ccc(C(N)=Nc2ccccc2)cc1,-1.9,1,111,116,-4,102,-2,-8,-4
O=C(CCn1nc(-c2ccccc2)ccc1=O)N1CCN(c2ccccc2)CC1,0.5,3,111,104,-2,105,1,-1,-2
CCn1cc(C2=NCC(C)O2)c2ccccc21 (centres undefined),4.1,1,95,110,9,93,-4,2,2
CC(C)(C#CC(O)(c1ccccc1)c1ccccc1)N1CCCCC1,1.4,0,107,101,-4,101,9,-3,-3

# Single records, as listed above. Order of screens: MEX-5 binding, GRK2 inh, CIT2-GFP yeast, CR mimetic SO, VLA-4 inh, AGP1-GFP MLPCN, GLD-1 TGE inh, MCL1-BIM inh, BCLXL inh
# `Cc1c(C(=O)NCc2ccc(F)cc2)c(-c2ccccc2)nn1-c1ccccc1` is listed as 3.0, 0, 92, 92, -21, 95, -9, 8, 8
# `COc1ccc(-c2c(C)oc3c(CN4CCN(CCO)CC4)c(O)ccc3c2=O)cc1OC` is listed as 0.7, 1, 99, 101, -6, 96, 4, -4, 4
